Assay outcomes as filed in PubChem.
PDI inh – blocks human protein disulfide isomerase activity; P07237; PDI insulin aggregation turbidity, A650, 90 min; inhibition, % at 10 µM; 350,000 tested, 0.052% active;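 active = mean inhibition across replicates of 30% or more, whatever share of single replicates reach that level; inconclusive = mean inhibition below 30% while every single replicate reaches 30%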;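 also: absorbance from insulin aggregation driven by PDI reduction with DTT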
Target sequence (P07237 whole entry, looked up): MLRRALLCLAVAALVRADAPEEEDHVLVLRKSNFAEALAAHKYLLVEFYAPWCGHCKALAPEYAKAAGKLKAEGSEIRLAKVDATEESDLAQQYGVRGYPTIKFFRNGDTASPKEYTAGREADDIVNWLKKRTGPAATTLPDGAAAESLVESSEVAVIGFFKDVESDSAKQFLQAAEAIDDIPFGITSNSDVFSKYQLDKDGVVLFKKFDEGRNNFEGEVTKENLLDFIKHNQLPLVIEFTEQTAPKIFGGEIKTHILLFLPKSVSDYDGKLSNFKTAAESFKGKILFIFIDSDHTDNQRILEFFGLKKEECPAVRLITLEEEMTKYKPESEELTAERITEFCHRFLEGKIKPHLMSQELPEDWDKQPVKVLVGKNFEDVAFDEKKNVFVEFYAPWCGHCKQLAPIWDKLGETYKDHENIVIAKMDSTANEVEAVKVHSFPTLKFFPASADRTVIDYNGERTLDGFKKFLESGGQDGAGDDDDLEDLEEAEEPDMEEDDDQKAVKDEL
MC4R antagonist – antagonists of human melanocortin 4 receptor (MC4R); inhibition, % at 6.5 µM; MC4R-expressing cells, MTII-stimulated cAMP, LANCE TR-FRET; P32245; 360,000 tested, 0.48% active;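 active = inhibition above its plate's cutoff, the mean of tested wells on that plate plus 3 SD, cut at about 29% in these data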;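 also: 0% = Melanotan II alone and 100% = Melanotan II plus saturating MCL0020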
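Material – human MC4R-expressing U2OS cells · Repeats – no replicates · Detection – TR-FRET with Eu-cAMP and labeled anti-cAMP, 671 nm · Times – compound 30 min, challenge 1 h, detection 1 h · Compound – single nominal compound dose of 6.5 µM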
H9c2 protect – myocardial damage modulation in H9c2 cells; H9c2 cardiomyocytes, H2O2 injury protection, ATPLite, 2 h; 360,000 tested, 0.63% active; AID 588492; protection from H2O2 cell death, % at 20 µM;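 active = compounds giving at least 50% protection of heart cells from peroxide-induced death in the single-dose screen, raw or plate-pattern-corrected value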;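 also: 0% = DMSO wells with peroxide and 100% = DMSO wells without peroxide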
MC4R ag barr – agonists of human melanocortin 4 receptor (MC4R) beta-arrestin. P32245. U2OS MC4R beta-arrestin complementation, luminescence; percent of melanotan II response, DMSO zero. activation, % at 8.9 µM. 360,000 tested, 0.98% active;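 active = activation above a per-plate cutoff, the mean activation of sample wells on that plate plus 3 SD, cut at about 8% in these data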
ABCB6 inh MLPCN – blocks the human ABCB6 transporter | Q9NP58 | K562-ABCB6 porphyrin accumulation, flow cytometry, 1 h; stronger effect = lower value | fluorescence ratio to DMSO, % at 10 µM | 360,000 tested, 0.19% active;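 active = fluorescence ratio to DMSO below 75%, the collection mean minus 3 SD; inconclusive = too few cells collected in the well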;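 also: signal is porphyrin accumulated inside mitochondria; 100% equals median channel fluorescence of DMSO control wells; lower ratio means ABCB6 inhibition with less porphyrin fluorescence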
N-glyco inh – N-linked glycosylation inhibition | D54 ERlucT glycosylation luciferase reporter, 24 h; percent of 100 nM tunicamycin response | reporter increase, % at 12.5 µM | 360,000 tested, 0.23% active;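 active = mean luciferase reporter signal, scaled so untreated is 0 and the glycosylation-blocking control 100, at or above a set limit in every replicate; inconclusive = mean reaches the limit but not every replicate does; inactive = mean below the limit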;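 also: luciferase carries N-glycosylation sites so blocking glycosylation raises the light; 0% = median of neutral control wells and 100% = median of 100 nM tunicamycin wells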
ABHD5-PLIN5 inh – ABHD5-PLIN5 protein interaction inhibition; Q00G26+Q8WTS1; Split G. princeps luciferase complementation, luminescence, 4 h; inhibition, % at 4 µM; 360,000 tested, 0.78% active; AID 602281;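 active = inhibition above the mean inhibition across every tested compound plus 3 SD, cut at about 22% in these data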;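 also: 0% = DMSO only wells and the 100% control is not disclosed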
HTR2A ag – mouse HTR2A agonism via beta-arrestin recruitment; CHO-K1 mHTR2A beta-arrestin complementation, luminescence; percent of 30 µM serotonin response; activation, % at 7.6 µM; 360,000 tested, 0.66% active; AID 624169;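 active = activation above a run cutoff, the mean activation of all tested compounds plus 3 SD, cut at about 14% in these data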;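 also: 0% = plate median of compound wells and 100% = 30 µM serotonin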
Target sequence (P35363 whole entry, looked up): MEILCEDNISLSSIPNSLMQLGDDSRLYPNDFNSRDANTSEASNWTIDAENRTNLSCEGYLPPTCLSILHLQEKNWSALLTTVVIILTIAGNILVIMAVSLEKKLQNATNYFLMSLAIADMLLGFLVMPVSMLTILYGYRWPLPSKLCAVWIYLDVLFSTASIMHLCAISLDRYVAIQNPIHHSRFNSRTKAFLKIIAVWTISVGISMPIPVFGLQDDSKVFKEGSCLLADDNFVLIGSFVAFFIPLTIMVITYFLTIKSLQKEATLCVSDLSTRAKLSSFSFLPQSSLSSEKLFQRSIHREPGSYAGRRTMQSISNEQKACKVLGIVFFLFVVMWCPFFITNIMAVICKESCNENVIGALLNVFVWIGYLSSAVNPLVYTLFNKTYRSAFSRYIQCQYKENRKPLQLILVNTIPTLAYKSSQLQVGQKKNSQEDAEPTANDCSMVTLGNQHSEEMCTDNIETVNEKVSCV
CaV13 ICDI inh – Primary screen for inhibitors of IQ motif and Ca2+-dependent inactivation inhibitor domain binding in CACNA1D, Förster resonance energy transfer in living cells, … | inhibition, % at 12.3 µM | HEK cells, CFP/YFP FRET ICDI-IQ, plate reader, 10 min; percent FRET-ratio fall versus neutral wells | AID 743397 | 340,000 tested, 0.098% active;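 active = mean replicate inhibition of at least 30% and at least 1% of replicates passing that level; inconclusive = only one of the two criteria is met; inactive = neither criterion is met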;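 also: 0% = median of the neutral control wells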
Granule exo inh – blocks lytic granule exocytosis; inhibition, % at 10 µM; 360,000 tested, 0.66% active; TALL-104 LAMP-1 surface exposure, flow cytometry; cells stimulated with thapsigargin and PMA; AID 651702;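 active = inhibition above about 55%, limit read from the data; inconclusive = no clear call, values can overlap the other calls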
* hit, by the source's call; ? = inconclusive; / = no result given.

SMILES	PDI inh	MC4R antagonist	H9c2 protect	MC4R ag barr	ABCB6 inh MLPCN	N-glyco inh	ABHD5-PLIN5 inh	HTR2A ag	CaV13 ICDI inh	Granule exo inh
COc1ccc(N2CCN(CC(O)c3c[nH]c4ccc(OC)cc34)CC2C)cc1 (centres undefined)	-7	6	11	0.2	103	-1	-6	-9	-1	1
CCCC(=O)n1nc(-c2ccc(OC)cc2)nc1N	-6	4	0	-0.1	106	3	5	-1	-5	-4
O=C(/C=C/c1ccc(Cl)c(Cl)c1)NCCCn1ccnc1	-23	0	-6	-0.2	101	2	-1	-10	-21	17
OC(C#CCN1CCCC1)(c1ccccc1)c1cccnc1 (centres undefined)	-82	3	-2	-2.5	96	1	2	0	-18	2
Cc1ccc(C(=O)NN=CC(=O)c2ccccc2)c(C)c1	0	-5	-20	-0.7	103	-10	-2	2	-3	5
Cc1cc2c(cc1C)C(c1ccsc1)CC(=O)N2 (centres undefined)	3	0	6	-4.3	100	1	0	-13	-5	-7
Cc1ccc(NC(=O)COC(=O)c2ccc3c(c2)OCO3)cc1S(=O)(=O)N1CCCCC1	-3	3	-8	0.7	93	2	-1	-2	/	2
CC(C)COC(=O)Nc1nnc(SCc2ccccc2F)s1	-5	1	-2	1.0	93	-1	-2	1	-3	-4
CN(CC(=O)Nc1ccccc1C(F)(F)F)C(=O)c1cc(Cl)nc2ccccc12	10	8	1	-4.0	101	-1	3	8	-5	-1
COc1cc(OC)cc(C(=O)N(Cc2nc(-c3cccc(C)c3)no2)C(C)C)c1	3	5	-10	-2.4	104	0	-5	-3	-1	-4
CCC(C)[C@H](NC(=O)N1CCn2c1nc1ccccc12)C(=O)NCC1CCCO1 (some centres undefined)	6	2	0	-2.0	98	2	7	2	-3	1
COc1cc2cc(CN(Cc3cccnc3)C(=O)NCc3ccccc3)c(=O)[nH]c2cc1OC	5	3	42	-2.3	100	4	-7	-4	-5	3
CC(=O)Oc1ccc(CN2C(=O)C(CCc3ccccc3)ON=C2c2cnccn2)cc1 (centres undefined)	-5	29*	7	-0.3	99	-1	2	-2	0	24
CCC(=O)NCc1csc(-c2cccs2)n1	12	1	-2	-0.9	93	-1	0	39*	-4	-8
O=C1NCCN(CC2CCN(CC3CCCC3)CC2)C1=O	-4	7	-10	0.5	99	3	2	3	-3	-1
COc1ccc(C2/C=C\CN(S(=O)(=O)c3ccc(C)cc3)CC(=O)N2Cc2cccc(F)c2)cc1 (centres undefined)	0	11	0	4.7	91	-4	6	5	-6	-1
O=C(c1ccco1)N1CCN(CC(O)COc2ccc(Br)cc2)CC1 (centres undefined)	-7	10	-4	-2.8	98	-1	-2	-6	-19	23
O=S(=O)(c1ccc(Br)cc1)N1CCCC1	-15	1	-1	-0.3	101	2	-2	8	-20	2
COc1ccc(NC(=O)C(NC(C)=O)C(=O)NCc2ccccc2OC)cc1 (centres undefined)	-6	3	0	-0.6	100	-1	-2	5	0	-1
N#C/C(=C(\O)Cc1ccccc1)c1nc2ccccc2[nH]1	-11	6	-17	2.6	93	-3	2	-3	/	1
Cc1ncc(C(O)c2ccc(N(C)C)cc2)n1Cc1ccccc1 (centres undefined)	-1	4	-6	-1.4	103	-3	4	-3	-5	3
COc1ccccc1NC(=O)C(=O)N/N=C/c1cccs1	8	-4	-9	-1.2	93	4	6	-3	-19	-2
CC(C)C1Cc2c(C#N)c(N)sc(=S)c2CO1 (centres undefined)	-3	15	1	-1.2	91	0	-5	3	-2	0
CCc1ccc2oc(-c3cc(N)ccc3Cl)nc2c1	-2	0	-27	0.8	85	-12	-3	-1	-4	-1
CC(=O)Nc1nc(=S)n(-c2ccccc2)[nH]1	1	11	-2	-1.6	100	2	-4	3	-4	0
CC(C)(C)OC(=O)NCc1ccc(NC(=O)c2nc[nH]c2C(=O)N[C@@H](Cc2ccccc2)C(=O)OC(C)(C)C)cc1	-4	20	14	0.7	94	-6	-10	3	-6	10
CCc1nc2sc3ccccc3c(=O)c2c(=O)n1Cc1ccco1	1	2	6	-0.4	134	-1	24*	5	/	0
COC(=O)c1ccc(CCc2cc(O)ccc2O)cc1	-23	-7	-14	-2.6	90	-3	42*	-16	/	-3
Cc1csc(SCC(=O)Nc2cc(C(N)=O)cc(C(N)=O)c2)n1	3	-3	-1	-1.5	93	-1	0	-4	-7	-2
Cc1nc(NC(N)=S)sc1C(=O)Nc1ccccc1	-3	8	-4	-1.4	87	0	-14	-1	-4	-1
COc1cc(C)c(/C=C(\C#N)C(=O)Nc2cccc(C)c2)cc1C(C)C	-6	5	-11	13*	93	1	2	-1	-5	-2
O=S(=O)(N1CCCCC1)N1CCCN(S(=O)(=O)N2CCCCC2)CC1	17	-7	-10	1.2	96	1	2	15*	/	?
CCN(CC(=O)Nc1c(F)cccc1F)C(=O)CSc1ccc(F)cc1	3	-1	3	0.8	97	1	3	-2	-5	-3
CCC(=O)Nc1cccc(NC(=O)CN2CCN(c3ccccc3OC)CC2)c1	2	-2	-6	0.3	104	0	-5	-7	/	-4
Cc1ccc2nc(NC(=O)C(NS(=O)(=O)c3cccc4nsnc34)C(C)C)sc2c1 (centres undefined)	-1	10	8	0.1	95	1	6	-9	-3	2
COC(=O)c1ccc(C2CC(=O)Nc3cc(OC)c(OC)c(OC)c32)cc1 (centres undefined)	8	0	-2	0.8	102	2	0	-1	-1	0
COC(=O)c1sccc1NC(=S)N1CCN(C)CC1	7	3	8	2.1	96	3	-3	-4	-14	-8
CCc1sc(C(=O)Nc2cccc(-n3cnnn3)c2)cc1C	-5	7	-14	1.2	95	1	-5	-11	-2	1
C=CCSc1n[nH]c(-c2ccc(OCCCC)cc2)n1	7	-39	-10	3.5	109	1	-13	3	-7	0
COC(=O)c1cn[nH]c1N	-6	1	-2	-1.0	100	1	-7	1	-7	-2

Record cards, from the list above.
CC(=O)Nc1nc(=S)n(-c2ccccc2)[nH]1 in the list: PDI inh: 1; MC4R antagonist: 11; H9c2 protect: -2; MC4R ag barr: -1.6; ABCB6 inh MLPCN: 100; N-glyco inh: 2; ABHD5-PLIN5 inh: -4; HTR2A ag: 3; CaV13 ICDI inh: -4; Granule exo inh: 0
O=S(=O)(N1CCCCC1)N1CCCN(S(=O)(=O)N2CCCCC2)CC1 in the list: PDI inh: 17; MC4R antagonist: -7; H9c2 protect: -10; MC4R ag barr: 1.2; ABCB6 inh MLPCN: 96; N-glyco inh: 1; ABHD5-PLIN5 inh: 2; HTR2A ag: 15*; CaV13 ICDI inh: /; Granule exo inh: ?

The listing continues.
SMILES	PDI inh	MC4R antagonist	H9c2 protect	MC4R ag barr	ABCB6 inh MLPCN	N-glyco inh	ABHD5-PLIN5 inh	HTR2A ag	CaV13 ICDI inh	Granule exo inh
CN(C)/C=N/c1ncc(C(=O)c2ccc(Cl)cc2)s1	7	5	-4	-1.3	92	0	1	2	-6	-2
Cc1noc(C)c1COc1cccc(C(=O)OCC(=O)NC(=O)c2ccc(OC(F)F)cc2)c1	-2	6	-6	25*	94	5	-5	6	-14	-4
CC1=NN(Cc2c(C)nn(Cc3ccccc3)c2C)C(C)(C)C1	0	20	0	-0.5	99	-1	1	3	-2	1
CCOc1cc(/C=C(\C#N)C(=O)Nc2ccccn2)ccc1O	1	3	-1	-3.5	165	3	-3	-3	-4	2
CCOC(=O)N1CCN(c2nnnn2-c2ccccc2)CC1	1	6	-8	-1.6	94	0	-1	-2	-1	1
CCC(C)(C)n1nnnc1C(c1ccc(N(C)C)cc1)N1CCN(C2CCCCC2)CC1 (centres undefined)	7	2	5	-2.0	99	-1	11	-4	/	1
Cc1ccc2c(c1)C1C=CCC1C(C(=O)NCCCN1CCOCC1)N2 (centres undefined)	3	-3	-1	-1.1	83	0	3	2	-7	-3
O=C(COC(=O)c1cnccn1)NC(=O)c1ccccc1	-6	5	1	-1.5	103	2	1	-4	-6	9
COc1ccc(CC(=O)Nc2ccc(F)c(F)c2F)cc1S(=O)(=O)N1CCOCC1	1	9	6	0.2	96	0	-9	1	-5	0
COc1ccc(CC(NC(C)=O)C(=O)NC2CCN(C(=O)c3cc(OC)c(OC)c(OC)c3)CC2)cc1 (centres undefined)	1	-6	-12	-0.9	103	2	3	0	-7	-3
O=C(OCC(=O)N1CCN(C(=O)COC(=O)c2ccncc2)CC1)c1ccncc1	4	-2	-1	-0.6	99	2	15	-7	-4	-1
Cc1ccc(NC(=O)NN2CCN(C)CC2)cc1C	-3	9	2	-0.5	103	0	1	-1	-3	0
COc1ccc(NC2CCCN(C(=O)c3ccc4[nH]c(C)c(C)c4c3)C2)cc1OC (centres undefined)	-1	6	6	-2.6	98	2	-3	1	-3	1
COc1ccc(-c2nnn(CC(=O)N(CCCN3CCOCC3)C(C(=O)NC3CCCC3)c3ccco3)n2)cc1 (centres undefined)	-10	0	-5	-2.3	98	-1	2	-2	-4	-3
CC(O)(CS(=O)(=O)Cc1ccccc1Cl)C(=O)Nc1cccc(C(F)(F)F)c1 (centres undefined)	9	16	-4	6.4	102	-1	-8	-3	-3	5
c1cncc(-c2nnc3n2C2(CCCCC2)Cc2ccccc2-3)c1	6	10	7	-2.1	97	0	5	-2	/	-1
CCCCCC1CC(COc2ccccc2)OC1=O (centres undefined)	5	-2	-4	0.7	97	1	-12	-5	-12	-7
O=C(O)CCCC(=O)Nc1ccc(Sc2ccc([N+](=O)[O-])cc2)cc1	-7	3	-2	-2.0	101	-3	4	5	/	0
CCc1ccc(C(=O)NNc2ccc(Cl)cc2)cc1	0	-5	-11	-0.2	106	3	-1	-2	-4	-1
Cc1ccccc1CCNC(=O)C1CCN(S(=O)(=O)c2ccc(-n3cnnn3)cc2)CC1	-2	-2	8	-0.5	98	-4	-5	-2	/	-5
COc1ccc(-n2nnc3c(=O)n(CC(=O)N4CCCc5ccccc54)cnc32)cc1	/	2	11	-0.8	96	-1	-3	10	-5	0
N#CCc1ccc(OC(=O)Nc2ccccc2)cc1	-5	7	-2	-0.8	96	3	-4	2	-16	-4
O=C(NC1C(=O)NNC1c1ccccc1)c1ccccc1 (centres undefined)	10	6	-15	-1.5	96	3	-60	-2	-2	-1
Cc1nc2ccccc2nc1OCc1cccc([N+](=O)[O-])c1	-2	1	15	-4.6	95	-1	-3	-2	-7	-2
CC(CC(=O)Nc1ccc2c(c1)OCCO2)c1ccccc1 (centres undefined)	6	1	-1	0.8	91	-3	-3	-1	-4	-3
Cc1cc(NC(=O)c2ccccc2F)on1	-27	0	2	-0.9	164	2	4	2	-1	-3
O=C(COc1ccc(-c2ccccc2)cc1)N1CCN(C(=O)c2cccs2)CC1	-2	13	4	-0.6	94	0	3	-1	-4	-4
CCN(CC)S(=O)(=O)c1ccc(Cl)c(C(=O)Nc2cccnc2)c1	0	0	-9	-0.8	96	1	-1	1	-5	-6
